Assay outcomes from PubChem.
aSyn UTR inh – MLPCN primary screen, SNCA 5' untranslated region; alpha-synuclein 5'UTR reporter, inhibitor activity; inhibition, % (tested at 7.5 µM); 300,000 compounds, 0.82% hits; AID 1813; in the data active = inhibition above about 60%;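 also: H4 neuroglioblastoma cells stably carrying SNCA 5'UTR luciferase fusion; 0% = DMSO wells and 100% = positive control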
GSK3A inh – human GSK-3 alpha kinase inhibition; P49840; ADP-Glo luminescence, 60 min; inhibition, % at 10 µM; 320,000 compounds, 0.1% hits; AID 2650;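 in the data active = inhibition above about 50%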;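 also: GST-tagged GSK-3 alpha with peptide substrate and 25 µM ATP; 0% = DMSO neutral wells and 100% = GW8510 positive control wells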
Target sequence (P49840 whole entry, looked up): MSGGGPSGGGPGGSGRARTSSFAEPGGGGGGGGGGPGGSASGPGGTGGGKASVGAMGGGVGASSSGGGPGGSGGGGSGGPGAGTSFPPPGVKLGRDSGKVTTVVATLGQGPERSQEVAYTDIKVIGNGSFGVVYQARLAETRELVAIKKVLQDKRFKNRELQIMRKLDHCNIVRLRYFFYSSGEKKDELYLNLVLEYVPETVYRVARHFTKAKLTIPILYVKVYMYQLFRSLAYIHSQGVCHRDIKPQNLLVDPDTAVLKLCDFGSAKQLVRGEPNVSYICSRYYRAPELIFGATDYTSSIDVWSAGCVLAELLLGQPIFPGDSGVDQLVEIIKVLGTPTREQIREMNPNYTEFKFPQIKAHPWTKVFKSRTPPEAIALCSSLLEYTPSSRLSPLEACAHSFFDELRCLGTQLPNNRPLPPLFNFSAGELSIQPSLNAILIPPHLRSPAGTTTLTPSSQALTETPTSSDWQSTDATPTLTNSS
IEC-6 cytotox – counter-screen for KLF5 inhibitors: cytotoxicity in IEC-6 cells; AID 1825; IEC-6 cytotoxicity, luminescence viability; 290,000 compounds, 0.78% hits; inhibition, % at 5 µM; in the data active = inhibition above about 22%;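 also: 0% = plate median of test compound wells and 100% = cytotoxic reference compound wells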
HSF-1 act – increases HSF-1 driven luciferase reporter signal; NIH3T3-HGL HSF-1 luciferase reporter, MG132, 8 h; 100% = twice DMSO control signal; activation, % at 9 µM; 300,000 compounds, 1.7% hits;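 active = mean replicate activation of at least 50% with a set share of replicates each reaching 50%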;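 also: 0% = median of the neutral control wells and 100% = twice that signal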
KLF5 inhibitor – kruppel-like factor 5 inhibition | DLD-1 KLF5 promoter-luciferase reporter, luminescence | inhibition, % at 5 µM | 290,000 compounds, 0.23% hits | AID 1700;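 active = inhibition above a per-plate limit of that plate's mean compound inhibition plus 3 SD, cut at about 60% in these data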;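 also: 0% = DMSO wells and 100% = LY294002 at 200 µM; higher means less KLF5 promoter-driven luciferase light; inactives centre near -14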
HSP90 refold inh – HSP90 refolding inhibition in rabbit reticulocyte lysate; luciferase refolding luminescence, 3 h; inhibition, % at 5.6 µM; 290,000 compounds, 0.91% hits;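 active = inhibition above the screen-wide mean plus 3 SD, computed separately per campaign, cut at about 16% in these data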;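 also: 0% = DMSO wells and 100% = 60 µM geldanamycin wells; inhibitors lower the luminescence because luciferase stays unfolded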
GSK3B inh – inhibitors of human GSK3beta kinase; activity score (negative = inhibition), % at 10 µM; P49841; AID 2097; 300,000 compounds, 0.038% hits; GST-GSK3beta kinase, ADP-Glo luminescence, 60 min; stronger effect = lower value;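 active = more than half of replicate wells score below -50%, meaning over 50% inhibition versus plate controls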;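 also: 0% = median DMSO wells and -100% = median GW8510 positive control wells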
Target sequence (P49841 whole entry, looked up): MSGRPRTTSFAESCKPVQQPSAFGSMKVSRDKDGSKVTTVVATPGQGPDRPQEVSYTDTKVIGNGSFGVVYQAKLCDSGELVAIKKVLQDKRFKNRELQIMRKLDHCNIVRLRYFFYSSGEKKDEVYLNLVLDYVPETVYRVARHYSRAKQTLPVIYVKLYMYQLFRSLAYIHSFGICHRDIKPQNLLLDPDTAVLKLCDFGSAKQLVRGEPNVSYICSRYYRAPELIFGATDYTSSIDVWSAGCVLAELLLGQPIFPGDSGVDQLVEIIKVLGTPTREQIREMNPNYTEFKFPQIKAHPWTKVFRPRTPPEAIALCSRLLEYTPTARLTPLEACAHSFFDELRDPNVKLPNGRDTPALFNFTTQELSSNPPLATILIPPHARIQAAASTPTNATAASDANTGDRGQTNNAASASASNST
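Test system: GST-fused GSK3beta enzyme, cell-free | Quantity: 1.6 ng GST-GSK3beta enzyme per well | Reagent: 25 µM ATP with peptide substrate | Schedule: 60 min enzyme reaction, room temperature | Signal: Luminescent ADP-Glo measurement of ADP formed | Read-out basis: Score relative to plate controls | Control set: DMSO and 20 µM GW8510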
AI-2 QS mod – Vibrio harveyi AI-2 quorum sensing modulation. Vibrio harveyi JMH597 AI-2 luminescence/OD600 ratio, 9 h; stronger effect = lower value; strain lacks LuxN and CqsS sensors; 0 = neutral-control median. activity change, % at 7.5 µM. 300,000 compounds, 0.4% hits; in the data active = activity change below about -75%, passing the limit was not always enough;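 also: luminescence divided by OD600 gain over 9 h not by final OD600 alone; inactives centre near 13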
HSF1 inh – HSF1 inhibition | 300,000 compounds, 0.77% hits | NIH3T3-HGL HSE-luciferase, MG132-induced, luminescence 8 h; stronger effect = lower value | activity change, negative = inhibition, % at 7.5 µM (by protocol);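 active = more than half of replicate wells show activity change below -50%, luminescence cut by over half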;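 also: luciferase reports HSF-1 transcriptional activity via heat shock element; 0% = median of DMSO wells and -100% = zero luminescence signal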
HIF activator – HIF pathway transcriptional activation; U2OS HRE-luciferase reporter, luminescence; normalized: DMSO 0%, desferrioxamine 100%; activation, % at 7.5 µM (by protocol); 300,000 compounds, 0.32% hits; AID 1910;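 active = mean activation of at least 10% of the iron chelator positive control signal, with at least half of replicates also reaching 10%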
The depositor's hits bear a star; / = not tested or not shown.

1. O=C(/C=C\c1ccco1)Nc1cc([N+](=O)[O-])ccc1F
2. COc1cc(C(C)=O)ccc1OCC(=O)N(CCC1=CCCCC1)c1c(N)n(Cc2ccccc2)c(=O)[nH]c1=O
3. COc1ccc(OC)c(C2c3c(oc4ccccc4c3=O)C(=O)N2CCCN(C)C)c1 (stereo not drawn)
4. O=C(CCS(=O)(=O)c1cc(Br)cc2c1N(C(=O)C1CC1)CC2)NCC1CCCO1 (stereo not drawn)
5. Cc1ccc(C2C3=C(CC(C)(C)CC3=O)Nc3onc(C)c32)cc1 (stereo not drawn)
6. Cc1ccc(S(=O)(=O)N2CCN(C(=O)CCCOc3ccc(Cl)cc3C)CC2)cc1
Compound	1	2	3	4	5	6
aSyn UTR inh	97*	14	13	24	-3	-3
GSK3A inh	0	-1	1	0	2	1
IEC-6 cytotox	-3	/	6	-7	-3	/
HSF-1 act	-32	17	6	-7	-43	12
KLF5 inhibitor	-39	/	8	-16	-3	/
HSP90 refold inh	-1	/	2	-4	10	/
GSK3B inh	-1	-1	-6	4	-2	-1
AI-2 QS mod	2	2	-11	0	5	-7
HSF1 inh	-24	14	-11	-4	-26	7
HIF activator	0.6	0.0	0.0	0.5	-0.4	-0.4

7. CCOC(=O)c1cc(CN2CCOCC2)oc1-c1ccccc1
8. Clc1ccc2noc(-c3ccccc3)c2c1
9. O=S(=O)(Cc1ccccc1)N1CCN(Cc2ccc3c(c2)OCO3)CC1
10. CC1CN(C(=O)/C=C/c2ccc([N+](=O)[O-])s2)CC(C)O1 (stereo not drawn)
11. CC(C)C(NC(=O)COc1ccc2ccccc2c1)C(=O)N/N=C/C=C/c1ccccc1 (stereo not drawn)
12. CCn1c(=O)cc(SCC(=O)Nc2ccc3c(c2)OCCO3)c2ccccc21
Compound	7	8	9	10	11	12
aSyn UTR inh	26	14	9	-82	-30	24
GSK3A inh	-2	-6	0	0	-3	-3
IEC-6 cytotox	1	-2	4	2	-4	-6
HSF-1 act	7	-15	3	/	5	14
KLF5 inhibitor	-8	3	-10	-2	-47	-28
HSP90 refold inh	1	0	1	0	0	-6
GSK3B inh	3	2	2	3	2	4
AI-2 QS mod	11	9	22	32	13	3
HSF1 inh	2	-3	0	/	2	-3
HIF activator	-0.2	0.3	0.2	-0.1	-0.5	0.4

13. O=C(Nc1nc(-c2nc3ccccc3s2)cs1)C1CC1
14. Cc1cc(C)c(C)c(S(=O)(=O)NCc2ccc(C(=O)NCC3CCCO3)cc2)c1C (stereo not drawn)
15. Cc1cccc(C)c1NC(=O)NNC(=O)c1cc(C(C)(C)C)nn1Cc1ccccc1
16. O=S(=O)(Nc1ccc(-c2nnc(SCc3ccc(Cl)cc3)o2)cc1)c1ccccc1
17. O=C(CN1C(=O)/C(=C/c2ccccc2F)Oc2ccccc21)N1CCN(c2ccccn2)CC1
18. C=CCOC(=O)C1=C[C@@H](c2csc3ccccc23)C[C@@H](OCCCCO)O1
Compound	13	14	15	16	17	18
aSyn UTR inh	-96	16	-5	5	-21	-3
GSK3A inh	-4	0	-3	-2	-3	-1
IEC-6 cytotox	-1	-1	-8	2	-4	/
HSF-1 act	67*	7	-4	6	-5	6
KLF5 inhibitor	-188	-8	-1	-10	-31	/
HSP90 refold inh	-7	3	0	1	6	/
GSK3B inh	1	1	-1	1	2	-3
AI-2 QS mod	3	6	21	43	27	1
HSF1 inh	34	2	-5	-5	-11	3
HIF activator	3.1	-0.2	-0.7	-0.4	-0.4	1.6

19. Cc1ccc(C(=O)NCCC2=CCCCC2)cc1S(=O)(=O)N1CCCCC1
20. CC(C)[C@H](NC(=O)c1ccco1)C(=O)OCC(=O)Nc1cccc(F)c1
21. O=C(NC(=S)Nc1cccc2cc(O)ccc12)c1ccco1
22. COc1ccccc1/C=C(/C(=O)NCCCn1ccnc1)c1ccccc1
23. O=C(NC(=S)Nc1ccccc1Br)c1ccc2c(c1)OCO2
24. O=c1cc(-c2ccccc2)nc2nc(COc3ccccc3)[nH]n12
Compound	19	20	21	22	23	24
aSyn UTR inh	-11	11	-38	1	-137	4
GSK3A inh	0	2	4	1	-3	4
IEC-6 cytotox	/	1	-3	7	-2	-3
HSF-1 act	26	-14	24	-8	28	-3
KLF5 inhibitor	/	-3	-55	-11	-154	-45
HSP90 refold inh	/	1	1	2	-7	0
GSK3B inh	1	-1	-2	-4	0	-4
AI-2 QS mod	7	3	17	14	-8	11
HSF1 inh	19	-2	0	-3	17	2
HIF activator	1.2	-0.3	0.2	0.1	4.5	-0.5

25. Fc1ccccc1OCCSc1nc2ccccc2o1
26. C[C@]12CC[C@@H]3c4ccc(OC(=O)c5ccccc5)cc4CC[C@H]3[C@@H]1CC[C@@H]2O
27. CCc1ccc(Nc2cnn(-c3nc4ccccc4s3)c(=O)c2Cl)cc1
28. COc1ccc(C(=O)CCC(=O)O)cc1
29. COc1cc(OC)cc(C(=O)NCC(=O)Nc2ccc(-c3ccccc3)cc2)c1
30. Cc1ccc2nc(NC(=O)CSCc3ccccc3)sc2c1
Compound	25	26	27	28	29	30
aSyn UTR inh	-139	-12	-81	-18	-195	-79
GSK3A inh	-1	-1	-1	-5	-4	0
IEC-6 cytotox	-2	2	3	2	30*	-3
HSF-1 act	18	-15	21	0	8	45
KLF5 inhibitor	-24	-1	-6	-15	-14	-30
HSP90 refold inh	0	5	6	1	-1	0
GSK3B inh	-1	0	1	2	1	-1
AI-2 QS mod	-68	24	50	24	33	21
HSF1 inh	14	-2	-7	-3	2	4
HIF activator	2.2	0.1	1.8	/	4.6	-2.5

Another view of part of the listing above:
(13) O=C(Nc1nc(-c2nc3ccccc3s2)cs1)C1CC1
  aSyn UTR inh: -96
  GSK3A inh: -4
  IEC-6 cytotox: -1
  HSF-1 act: 67*
  KLF5 inhibitor: -188
  HSP90 refold inh: -7
  GSK3B inh: 1
  AI-2 QS mod: 3
  HSF1 inh: 34
  HIF activator: 3.1

(14) Cc1cc(C)c(C)c(S(=O)(=O)NCc2ccc(C(=O)NCC3CCCO3)cc2)c1C (stereo not drawn)
  aSyn UTR inh: 16
  GSK3A inh: 0
  IEC-6 cytotox: -1
  HSF-1 act: 7
  KLF5 inhibitor: -8
  HSP90 refold inh: 3
  GSK3B inh: 1
  AI-2 QS mod: 6
  HSF1 inh: 2
  HIF activator: -0.2

(15) Cc1cccc(C)c1NC(=O)NNC(=O)c1cc(C(C)(C)C)nn1Cc1ccccc1
  aSyn UTR inh: -5
  GSK3A inh: -3
  IEC-6 cytotox: -8
  HSF-1 act: -4
  KLF5 inhibitor: -1
  HSP90 refold inh: 0
  GSK3B inh: -1
  AI-2 QS mod: 21
  HSF1 inh: -5
  HIF activator: -0.7

(continued)
31. COc1cccc(OC)c1CNC(=O)CCSCc1ccccc1F
32. CN(C)Cc1ccccc1COc1ccccc1
33. NS(=O)(=O)c1ccc(N/N=C/c2cn(-c3ccccc3)nc2-c2cccs2)c([N+](=O)[O-])c1
34. CN1CCN(NC(=S)NC2CCCC2)CC1
35. Cc1nnc(Sc2cc(C(=O)NCCCOC(C)C)c3ccccc3n2)s1
36. CC(NC(=O)CN1C(=O)c2ccccc2C1=O)c1ccccc1 (stereo not drawn)
Compound	31	32	33	34	35	36
aSyn UTR inh	7	4	-49	9	-7	4
GSK3A inh	-3	-3	-5	0	-1	-2
IEC-6 cytotox	-8	0	-5	-6	0	-6
HSF-1 act	3	4	11	5	-6	14
KLF5 inhibitor	-29	-25	-7	13	1	-24
HSP90 refold inh	-2	3	3	0	-1	5
GSK3B inh	3	3	1	0	3	-1
AI-2 QS mod	16	11	8	18	7	8
HSF1 inh	4	-5	5	-5	9	4
HIF activator	-0.4	-0.1	-2.4	0.1	-0.3	0.2

37. Cn1ncc(Cl)c1C(=O)N1CCN(C(=O)c2ccco2)CC1
38. O=C(O)CCC1=C2c3ccccc3CCN2C(=O)CC1
39. C/C(=N/NC(=O)c1cc(-c2ccc(Br)s2)[nH]n1)c1ccco1
40. CSCCC(NS(=O)(=O)c1cccc(C(F)(F)F)c1)C(=O)N(C)CCOc1ccc(Cl)cc1 (stereo not drawn)
41. O=c1c2ccccc2cnn1Cc1nnc(-c2cccs2)o1
42. Cc1nc2ccc(S(=O)(=O)NC(CC(C)C)C(=O)O)cc2s1 (stereo not drawn)
Compound	37	38	39	40	41	42
aSyn UTR inh	-17	-1	-1	10	0	2
GSK3A inh	/	3	0	-1	0	-6
IEC-6 cytotox	-5	2	4	/	5	8
HSF-1 act	13	-4	8	65*	-7	3
KLF5 inhibitor	-6	-4	-38	/	-32	-16
HSP90 refold inh	4	1	0	/	19*	0
GSK3B inh	-3	2	-1	-3	-1	1
AI-2 QS mod	5	18	0	26	-49	28
HSF1 inh	3	0	0	34	0	-1
HIF activator	0.0	0.0	0.7	-0.7	0.4	-0.8

43. CCOc1ccc(NC(=O)CSCc2cnn(-c3ccccc3)c2-n2cccc2)cc1
44. Cc1cc(C)nc(SCC(=O)NNC(=O)c2ccccc2C)n1
45. O=c1[nH]nc(Cc2ccc(-c3cccc(Cl)c3)o2)c2ccccc12
46. CN(C(=O)c1cccc(Cl)c1)C1CCCN(Cc2ccccc2F)C1 (stereo not drawn)
47. CC(=O)N(/N=C/c1cccc(C)c1)c1nc(-c2ccc(Br)cc2)cs1
48. O=C(N/N=C/c1c(Cl)cccc1Cl)c1cccc(F)c1
49. CCS(=O)(=O)n1c(Cc2cccs2)nc2ccccc21
50. Cc1ccccc1C1=N/C(=C/c2cccnc2)C(=O)O1
51. Cc1ccc(C(=O)NNC(=O)CSc2nnc3c(n2)[nH]c2ccc(F)cc23)cc1
Compound	43	44	45	46	47	48	49	50	51
aSyn UTR inh	-7	8	-9	5	-30	-58	-3	6	5
GSK3A inh	-2	-6	0	-2	-1	-3	/	-3	0
IEC-6 cytotox	2	5	4	-12	0	6	/	-3	0
HSF-1 act	15	-3	7	5	12	31	-8	5	-14
KLF5 inhibitor	-12	-43	-10	-16	-8	-16	/	-31	-21
HSP90 refold inh	3	2	4	-6	-4	0	/	3	-4
GSK3B inh	1	0	2	3	2	3	1	5	2
AI-2 QS mod	25	31	25	11	1	-2	112	11	7
HSF1 inh	-12	-2	-7	4	1	18	-3	-2	-3
HIF activator	0.0	0.3	0.2	-0.4	-0.3	0.6	-1.1	-0.2	0.1
